# Compound activity from PubChem BioAssay.
# TRPML3 ag – human mucolipin-3 channel agonism | 0.29% of 220,000 active | AID 1448 | activation, % at 3 µM | Q8TDD5 | HEK293 TRPML3-YFP, Fluo-8 calcium fluorescence; 100% = the carbachol control signal;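 active = activation above its plate's cutoff, the mean activation of the plate's test wells plus 3 SD, cut at about 12% in these data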;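 also: 0% = DMSO only wells and 100% = carbachol wells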
#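 Test system – HEK293 line with stable expression of human TRPML3-YFP channel · Control set – carbachol 87 µM final as high control (100%), DMSO as low control (0%) · Signal – Fluo-8 calcium dye fluorescence, ex 470-495, em 515-575 nm · Incubation – 1-h 37 °C dye load, 5-s basal, 120-s post-compound reads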
# PPC-1+TRAIL kill – PPC-1 cancer cell killing with TRAIL present; 0.41% of 220,000 active; PPC-1 cells + TRAIL, ATPLite viability luminescence; AID 1443; cell killing (% activity), % at 4 µM;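 active = cell killing above 50% in the first pass at 4 µM, then a duplicate retest at 5 µM averaging 50% or more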;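 also: plate controls were cells with TRAIL plus DMSO for no effect and medium-only wells lacking cells for full effect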
# EP2 mod – EP2 receptor (human) modulation | induction, % at 25 µM | AID 940 | 0.83% of 260,000 active | P43116 | EP2-expressing cells, cAMP HTRF FRET, PGE2 co-stimulation;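 active = compounds whose cAMP rise, as percent of the full-agonist control response, exceeds 60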;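 also: rat C6 glioma line stably carrying human EP2 under a CMV promoter; the protocol text gives 20 µM as final concentration; 100% = response of wells given 1 µM PGE2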
# Target sequence (P43116 whole entry, looked up): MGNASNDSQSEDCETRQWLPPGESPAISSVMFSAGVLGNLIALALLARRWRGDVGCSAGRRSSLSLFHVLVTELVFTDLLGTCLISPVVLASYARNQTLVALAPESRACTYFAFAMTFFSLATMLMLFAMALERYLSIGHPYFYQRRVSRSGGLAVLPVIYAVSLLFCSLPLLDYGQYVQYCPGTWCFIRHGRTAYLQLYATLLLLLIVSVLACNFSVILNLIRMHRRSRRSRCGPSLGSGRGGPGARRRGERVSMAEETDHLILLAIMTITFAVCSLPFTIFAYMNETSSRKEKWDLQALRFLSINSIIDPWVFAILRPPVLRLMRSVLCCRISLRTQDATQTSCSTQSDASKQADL
# NPY Y1 blocker – blocks the human neuropeptide Y Y1 receptor; HEK293-CNG Y1 cells, membrane potential fluorescence; NPY at EC95, then isoproterenol; inhibition, % at 3.6 µM; 1% of 200,000 active;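 active = inhibition above the campaign mean inhibition of all tested compounds plus 3 SD, cut at about 20% in these data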;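 also: 0% = DMSO wells given NPY plus isoproterenol and 100% = isoproterenol alone without NPY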
# Target sequence (P25929 whole entry, looked up): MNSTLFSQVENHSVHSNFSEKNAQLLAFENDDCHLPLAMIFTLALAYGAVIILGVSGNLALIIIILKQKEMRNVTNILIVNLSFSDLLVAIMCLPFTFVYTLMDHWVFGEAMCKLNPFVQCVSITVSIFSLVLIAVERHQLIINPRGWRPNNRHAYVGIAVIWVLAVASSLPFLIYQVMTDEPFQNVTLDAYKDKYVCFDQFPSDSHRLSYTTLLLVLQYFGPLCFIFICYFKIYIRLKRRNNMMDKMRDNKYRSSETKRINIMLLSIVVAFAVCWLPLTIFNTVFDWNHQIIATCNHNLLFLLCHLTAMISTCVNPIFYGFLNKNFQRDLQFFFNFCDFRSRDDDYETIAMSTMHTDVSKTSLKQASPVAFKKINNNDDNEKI
#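 Test system: HEK293 cells co-expressing NPY Y1 receptor and cyclic-nucleotide gated channel; Also added: NPY (25 nM), isoproterenol (1 µM), Ro 20-1724 (25 µM); Compound dosing: one concentration, 3.6 µM, in 0.4% DMSO; Timing: dye 3 h, compound 60 min room temperature, stimulation 45 min; Technique: Membrane-potential fluorescent dye readout.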
# TRPN1 ag – agonists of zebrafish TRPN1 channel; HEK293 zebrafish TRPN1-YFP, Fluo-8 calcium fluorescence; 100% = response to 87 µM carbachol; 0.18% of 220,000 active; activation, % at 3 µM;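 active = activation above its plate's cutoff, the mean activation of test wells on that plate plus 3 SD, cut at about 19% in these data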;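 also: 0% = DMSO alone and 100% = 87 µM carbachol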
#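 Material: zebrafish TRPN1-YFP in HEK293 cells; Doses: single test compound dose, 3 µM nominal, 0.3% DMSO; Timing: dye loading 1 h at 37 °C, then 30 min room temperature; Technique: intracellular calcium fluorescence with Fluo-8; Benchmarks: high carbachol 87 µM, low DMSO alone.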
# EP2 antag – EP2 receptor (human) inhibition; C6 glioma cells expressing human EP2, cAMP TR-FRET; cells stimulated with saturating PGE2; inhibition, % at 25 µM; 0.52% of 260,000 active;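 active = percent inhibition above 40 after rounding to a whole number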;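 also: rat C6 glioma host cells with rolipram phosphodiesterase inhibitor present; the protocol text gives 20 µM as final concentration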
# CHOP inh – blocks CHOP induction under ER stress; inhibition, % at 10 µM; CHO-K1 CHOP-promoter luciferase, tunicamycin-induced, 15-18 h; 3.8% of 220,000 active;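 active = compounds that reduced the stress-induced luciferase reporter signal by more than about 70% of percent inhibition, limit read from the data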;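 also: 0% = tunicamycin plus vehicle and 100% = wells without tunicamycin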
# NPY-Y1 PAM-ag – potentiates or activates human NPY-Y1 receptor | P25929 | NPY-Y1 expressing cells, potentiator/agonist activation | activation, % at 3.6 µM | 0.37% of 220,000 active; in the data active = activation above about 33%, passing the limit was not always enough;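 also: cells stimulated with NPY at EC10 then isoproterenol at EC100; 0% = low agonist plus stimulus and 100% = saturating agonist plus stimulus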
# 14-3-3 Bad PPI – disrupts binding of bovine 14-3-3 zeta to phospho-Bad peptide. 0.71% of 220,000 active. AID 781. TR-FRET 14-3-3zeta/Dy647-pBad peptide displacement, 1 h. inhibition, % at 21.7 µM. P63103;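 active = inhibition above about 70%, limit read from the data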;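 also: 0% = full 14-3-3 plus peptide FRET controls and 100% = background without 14-3-3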
# Target sequence (P63103 whole entry, looked up): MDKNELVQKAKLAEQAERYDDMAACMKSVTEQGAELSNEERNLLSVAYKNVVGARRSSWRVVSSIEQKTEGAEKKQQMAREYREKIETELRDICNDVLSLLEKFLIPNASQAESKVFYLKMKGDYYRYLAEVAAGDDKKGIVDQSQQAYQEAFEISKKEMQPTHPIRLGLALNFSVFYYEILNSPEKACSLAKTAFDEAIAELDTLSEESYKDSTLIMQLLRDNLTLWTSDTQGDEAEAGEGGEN
# * marks the source's active call; other numbers are inactive results; nt = not tested or not shown; & = joins results of further samples; [ ] = another dose, or the depositor's remark. A portion of the library; count on the stated rates, not on these rows.
entry	SMILES	TRPML3 ag	PPC-1+TRAIL kill	EP2 mod	NPY Y1 blocker	TRPN1 ag	EP2 antag	CHOP inh	NPY-Y1 PAM-ag	14-3-3 Bad PPI
1	Cc1ccc(C(=O)N2CCN(c3ccccn3)CC2)cc1[N+](=O)[O-]	1.6	2	-17	5	0.5	2	29	13	-4
2	COc1ccc(CCNC(=O)Cn2cccc2C(=O)c2ccccc2)c(OC)c1	-0.1	14	18	11	-3.2	2	53	-2	-19
3	CCCC(=O)Nc1ccc(NC(=O)CCc2ccccc2)cn1	-0.1	9	-34	-5	-0.1	13	1	52*	-17
4	O=C(c1nn2c(C(F)(F)F)cc(-c3ccco3)nc2c1Br)N1CCCc2ccccc21	0.0	23	18	-2	0.5	7	46	-4	1
5	CCOc1ccc(CNC(=S)N/N=C/c2cccnc2)cc1	-0.2	1	-65	8	-2.0	13	8	-50	-15[fluorescence artefact?]
6	COc1ccc(N2CCc3c(C)nc4c(OC)cc(OC)cc4c32)cc1	-0.1	29	-57	34*	-0.7	6	5	-31	-18
7	COCCCNC(=O)c1cc2c(=O)n(C)c3ccccc3c2n1C	0.0	-11	9	0	1.0	9	-8	-2	7[fluorescence artefact?]
8	CCC(=O)N/C(=N/c1nc(C)cc(C)n1)Nc1ccccc1	-0.6	32	5	nt	-2.0	6	9	-7	6
9	CC(C)Cn1cc(F)c(=O)n(CC(C)C)c1=O	1.0	8	27	5	-0.4	9	32	-6	-19
10	Cc1c(-c2ccc(O)cc2)nc2nc(-c3ccccc3)c(-c3ccccc3)nn12	-0.7	7	33	nt	-0.3	4	-24	12	-2
11	CCc1ccc(C(=O)CSc2nc(C)cc(=O)[nH]2)cc1	0.1	13	-16	12	1.2	4	-14	-12	4
12	COc1ccc2[nH]c3c(N4CCc5ccccc5C4)ncnc3c2c1	2.2	44	-47	nt	6.9	16	45	-26	4
13	Cc1cc(C)cc(N(CC(=O)N2CC=C(c3ccccc3)CC2)S(=O)(=O)c2c(C)noc2C)c1	-0.2	-6	30	10	0.2	16	70*	-8	0
14	COc1ccc(CC(=O)N2CC(C)CC(C)C2)cc1OC (configuration not stated)	0.1	-12	10	5	0.4	5	35	0	0
15	O=C(NCCc1ccccc1)c1ccc(-c2ccc(F)cc2)o1	-1.4	-9	-51	12	-1.9	17	3	-33	0
16	CC1CCN(C(=O)CSc2ccc(-c3cccc([N+](=O)[O-])c3)nn2)CC1	0.8	13	-40	-4	0.3	4	4	-2	-7
17	Cc1cc([N+](=O)[O-])ccc1NCc1ccccc1	-0.3	18	-12	1	-2.1	5	67	3	-1
18	COc1nnc(-c2ccc(C)c(S(=O)(=O)NCCO)c2)c2ccccc12	-0.4	17	-1	4	0.6	20	-4	13	-2[fluorescence artefact?]
19	COc1ccc(/C=C2\N=C(SC)NC2=O)cc1	0.7	48	-6	2	3.7	14	10	-2	-6
20	CCOC(=O)c1ccc(NC(=O)CSc2nnc(CNc3ccc(C)cc3)n2C)cc1	0.2	21	17	-6	2.3	16	28	-1	-16
21	COC(=O)c1ccc(COc2ccc(/C=N/NC(=O)C(=O)Nc3ccc(OC)cc3)cc2OC)o1	0.3	13	15	nt	1.1	3	17	-16	24
22	CC(C)(C)NS(=O)(=O)c1ccc(NS(=O)(=O)c2ccc(F)cc2)cc1	-0.5	5	20	5	0.2	12	7	-1	-5
23	COc1ccc(Br)cc1/C=C/C(=O)Nc1ccc2ccccc2c1	0.3	-2	8	8	1.3	11	-17	-41	-6[fluorescence artefact?]
24	CCn1cc(CN2CCCC(C(=O)c3ccc(-c4ccccc4)cc3)C2)cn1 (configuration not stated)	2.6	17	-45	14	3.7	7	18	-24	32
25	O=C(NCCN1CCOCC1)c1cc2cc(Br)ccc2oc1=O	1.1	-6	-3	-3	-0.7	nt	-17	10	-8
26	CCn1nc(C)c(CNC(=O)CCc2nnc(Cc3c[nH]c4ccccc34)o2)c1C	0.1	-2	7	0	-0.9	11	42	-9	1
27	CC(C)Cc1cc(C(=O)N2CCC(N3CCC(C(=O)NC4CC4)CC3)CC2)n[nH]1	1.5	16	21	4	1.7	4	7	-10	-11
28	Clc1cccc(Oc2cnc3ccccc3n2)c1	0.6	-24	8	-3	2.1	7	17	9	-6
29	COc1cccc(CN2C(=O)CCC2(C)C(=O)NC2CCCCCC2)c1 (configuration not stated)	-0.5	29	1	3	-0.5	4	-4	-16	-5[fluorescence artefact?]
30	O=C(O)/C=C/c1ccccc1[N+](=O)[O-]	1.1	2	10	nt	1.7	7	7	7	2
31	CCOC(=O)C1CCN(C(=O)CCc2c(C)nc3cc(-c4ccc(OC)cc4OC)nn3c2C)CC1	0.0	nt	-42	-4	0.8	3	-3	-10	9
32	COc1ccc(CCNC(=O)C2CCN(S(=O)(=O)N3CCOCC3)CC2)cc1OC	-0.5	8	-7	3	0.5	10	9	-11	-2
33	COc1ccccc1CN(C(=O)CCl)C(C(=O)NC1CCCCC1)c1ccncc1 (configuration not stated)	1.9	0	-17	-1	0.8	6	49	-5	52
34	CC(=O)N1CCOCCOCCN(C(C)=O)CCOCC1	0.7	1	25	-4	0.4	2	21	15	-16
35	NS(=O)(=O)c1ccc2c(c1)oc(=O)c1cc(S(N)(=O)=O)ccc12	1.5	12	6	3	1.8	4	3	-4	-9
36	OCCN(CCO)CC(O)COc1ccc(C23CC4CC(CC(C4)C2)C3)cc1 (configuration not stated)	0.8	18	10	16	0.5	1	27	-33	3
37	COc1ccc(C(=O)Nc2nnc(CCS(=O)(=O)c3ccc(C)cc3)s2)cc1	1.2	-5	-18	-5	0.8	7	38	14	-7
38	COc1cc(NC(=O)COC(=O)C=C(C)C)c(C)cc1[N+](=O)[O-]	0.1	27	4	6	-0.4	7	2	1	-2
39	CCCCC(C(=O)O)C(C)CC(=O)Nc1cccc(C(=O)O)c1 (configuration not stated)	1.4	5	7	3	1.2	15	20	5	-6
40	O=C(O)c1ccc(/C=N/O)cc1	0.8	-6	29	nt	-0.2	15	12	-4	5

# Four entries from above, with each value named:
33: COc1ccccc1CN(C(=O)CCl)C(C(=O)NC1CCCCC1)c1ccncc1 (configuration not stated)
  TRPML3 ag: 1.9	PPC-1+TRAIL kill: 0	EP2 mod: -17	NPY Y1 blocker: -1	TRPN1 ag: 0.8	EP2 antag: 6	CHOP inh: 49	NPY-Y1 PAM-ag: -5	14-3-3 Bad PPI: 52
34: CC(=O)N1CCOCCOCCN(C(C)=O)CCOCC1
  TRPML3 ag: 0.7	PPC-1+TRAIL kill: 1	EP2 mod: 25	NPY Y1 blocker: -4	TRPN1 ag: 0.4	EP2 antag: 2	CHOP inh: 21	NPY-Y1 PAM-ag: 15	14-3-3 Bad PPI: -16
35: NS(=O)(=O)c1ccc2c(c1)oc(=O)c1cc(S(N)(=O)=O)ccc12
  TRPML3 ag: 1.5	PPC-1+TRAIL kill: 12	EP2 mod: 6	NPY Y1 blocker: 3	TRPN1 ag: 1.8	EP2 antag: 4	CHOP inh: 3	NPY-Y1 PAM-ag: -4	14-3-3 Bad PPI: -9
36: OCCN(CCO)CC(O)COc1ccc(C23CC4CC(CC(C4)C2)C3)cc1 (configuration not stated)
  TRPML3 ag: 0.8	PPC-1+TRAIL kill: 18	EP2 mod: 10	NPY Y1 blocker: 16	TRPN1 ag: 0.5	EP2 antag: 1	CHOP inh: 27	NPY-Y1 PAM-ag: -33	14-3-3 Bad PPI: 3

# The list continues.
item | SMILES | TRPML3 ag | PPC-1+TRAIL kill | EP2 mod | NPY Y1 blocker | TRPN1 ag | EP2 antag | CHOP inh | NPY-Y1 PAM-ag | 14-3-3 Bad PPI
41 | O=C(Nc1nc(-c2ccccc2)cs1)c1ccc(N2CCOCC2)c([N+](=O)[O-])c1 | 0.9 | 42 | -8 | 10 | 12 | 15 | 79* | -66 | -6[fluorescence artefact?]
42 | C(=N\NCc1ccccc1)/c1ccc2nccnc2c1 | 0.2 | 11 | -24 | nt | 0.8 | 8 | -19 | 8 | -9
43 | COc1ccc(C(=O)c2cnc[nH]2)cc1 | 0.1 | 8 | 6 | nt | 1.6 | 11 | 11 | 26 | -4
44 | O=C(Nc1ccccc1N1CCOCC1)c1ccc(Br)o1 | 1.0 | -9 | 27 | 10 | -0.6 | 7 | 49 | -13 | 1
45 | O=C(CSc1nnc(CNc2ccc(Cl)cc2)o1)Nc1nc2ccccc2s1 | 0.5 | 11 | 7 | -2 | 1.6 | 4 | -11 | 6 | 17
46 | Cc1ccc(S(=O)(=O)Oc2ccc(/C=C(/NC(=O)c3ccccc3)C(=O)Nc3ccccc3)cc2)cc1 | -0.7 | 24 | 35 | -1 | -0.5 | 14 | 34 | -26 | 7
47 | CCCC(=O)Nc1ccc2oc(=O)ccc2c1 | 1.3 | 29 | -17&6 | -1 | -0.1 | 6&5 | 4 | 0 | 2
48 | Cc1cccc(CN2C(=O)N/C(=C/c3cc(C)n(-c4cc(C)ccn4)c3C)C2=O)c1 | 0.0 | 44 | 19 | 3 | 0.4 | 21 | 30 | 3 | -9
49 | Cc1[nH]c2ccccc2c1C(=O)CSc1nncn1C | 1.2 | 3 | -13 | 3 | 0.0 | 8 | 27 | -27 | 3
50 | O=C1c2ccccc2C(Nc2ccc(S(=O)(=O)N3CCCCC3)cc2)N1Cc1ccco1 (configuration not stated) | 0.2 | -5 | -6 | 2 | 0.4 | 10 | 7 | 2 | 5
51 | CCOC(=O)C1CCN(C(=O)Nc2c(-c3ccccc3)noc2C)CC1 | 1.0 | 22 | 23 | nt | 0.7 | 13 | -5 | 26 | -1
52 | O=c1cc(O)n(-c2ccccc2F)c(=S)[nH]1 | 0.6 | 1 | 22 | 3 | -0.9 | 1 | -4 | -13 | 1[fluorescence artefact?]
53 | COc1ccc(C(=O)O/N=C(/C)c2cccs2)cc1 | -0.5 | -4 | 16 | -3 | -0.9 | 7 | 12 | 16 | 7
54 | CC(=O)N(c1ccc(Br)cc1)C1C=CS(=O)(=O)C1 (configuration not stated) | 1.1 | -1 | 12 | 1 | 1.0 | 14 | 39 | -5 | 3
55 | O=C1c2ccccc2C(=O)N1CC(O)Cn1nnc2ccccc21 (configuration not stated) | -0.8 | -10 | 17 | -2 | 1.1 | 5 | 43 | 14 | 1[fluorescence artefact?]
56 | CCn1c(=O)[nH]c2cc(C(=O)Nc3cc(C)cc(C)c3)ccc2c1=O | 0.9 | 8 | -55 | 16 | -1.6 | 8 | 89* | -12 | -3
57 | CCc1c(O)nc2sc3ccccc3n2c1=O | 0.5 | 12 | 2 | 1 | -1.3 | 13 | 8 | 8 | -4[fluorescence artefact?]
58 | O=S(=O)(NCc1ccccn1)c1ccc(Br)s1 | -0.1 | 29 | 5 | 2 | -0.1 | 12 | 8 | -14 | 12
59 | O=C(CN1N=C(c2ccccc2)CCC1=O)NCc1ccccc1 | 0.5 | 16 | -15 | 5 | -0.4 | 7 | -2 | -30 | -2
